Source: PubChem BioAssay
hIAP activ – human IAP activators, primary screen, biochemical, luminescence, uHTS; activation factor at 10 µM; purified human IAP, CDP-Star luminescence, 30 min; stronger effect = higher value; 1 = vehicle-only enzyme, 0 = enzyme-free background; hit rate 0.16% among 330,000; AID 2524, 2010;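 active = activation factor of the enzyme at least 2-fold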; note: the source names both 10 and 20 µM as test concentration; values of inactives mirror those of a sister screen read the other way
Target sequence (P09923 whole entry, looked up): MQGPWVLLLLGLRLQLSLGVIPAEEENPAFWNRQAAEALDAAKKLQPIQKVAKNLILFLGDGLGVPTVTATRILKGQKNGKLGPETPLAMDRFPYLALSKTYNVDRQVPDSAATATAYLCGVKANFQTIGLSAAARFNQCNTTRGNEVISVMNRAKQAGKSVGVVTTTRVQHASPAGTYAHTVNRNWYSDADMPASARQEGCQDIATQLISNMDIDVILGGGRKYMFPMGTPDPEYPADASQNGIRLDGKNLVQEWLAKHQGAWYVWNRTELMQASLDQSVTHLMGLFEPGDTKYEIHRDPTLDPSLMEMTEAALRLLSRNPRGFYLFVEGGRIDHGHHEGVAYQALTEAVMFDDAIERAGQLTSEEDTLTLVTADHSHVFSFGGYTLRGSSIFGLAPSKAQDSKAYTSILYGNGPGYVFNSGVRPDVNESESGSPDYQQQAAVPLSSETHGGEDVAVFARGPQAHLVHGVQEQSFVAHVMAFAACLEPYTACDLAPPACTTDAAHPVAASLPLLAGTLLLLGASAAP
mIAP block – inhibitors of mouse IAP, primary screen, biochemical, luminescence, uHTS; purified mouse IAP, CDP-Star luminescence, 30 min; hit rate 0.2% among 330,000; AID 2806, 2010; intestinal alkaline phosphatase [Mus musculus]; inhibition, % at 10 µM;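 active = inhibition of at least 40% at 10 µM in the primary screen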;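 note: plate controls were DMSO with enzyme for no effect and no enzyme wells for full effect; values of inactives mirror those of a sister screen read the other way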
NLRP3 yeast inh – NALP3 inflammasome inhibitors in reconstituted yeast, primary screen, luminescence, uHTS; inhibition, % at 10 µM; AID 2825, 2010; hit rate 0.39% among 330,000; Yeast reconstituted NLRP3/ASC/caspase-1, beta-gal luminescence, 24 h;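 active = inhibition of 50% or more; inactive = inhibition below 50%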;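 note: plate controls were induced DMSO wells for no effect and uninduced yeast grown without galactose for full effect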
hIAP inh – human IAP inhibitors, primary screen, biochemical, luminescence, uHTS; Intestinal-type alkaline phosphatase (Homo sapiens), P09923; inhibition, % at 10 µM; hit rate 0.12% among 330,000; purified IAP, CDP-Star luminescence, 30 min;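 active = inhibition reaching a set limit with compound at 10 µM in the primary screen, cut at about 35% in these data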;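 note: plate controls were DMSO wells with enzyme for no effect and no-enzyme buffer wells for full effect; values of inactives mirror those of a sister screen read the other way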
A3A deaminase – APOBEC3A ssDNA deaminase inhibitors, primary screen, selectivity assay for APOBEC3G inhibitor project, biochemical, FAM/TAMRA oligo cleavage fluorescence; recombinant A3A, FAM/TAMRA ssDNA deamination fluorescence; inhibition, % at 20 µM; DNA dC->dU-editing enzyme APOBEC-3A (Homo sapiens), P31941; hit rate 0.41% among 330,000;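 active = at least 40% inhibition at 20 µM here, with at most 30% in a related deaminase screen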;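 note: plate controls were A3A with DMSO for no effect and wells lacking A3A enzyme for full effect; some results filed as inactive read as strong as hits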
A3G deaminase – APOBEC3G DNA deaminase inhibitors, primary screen, biochemical, fluorescence, single-stranded DNA substrate, uHTS. inhibition, % at 20 µM. recombinant A3G, ssDNA deamination FAM/TAMRA fluorescence. DNA dC->dU-editing enzyme APOBEC-3G (Homo sapiens), Q9HC16. hit rate 0.28% among 330,000;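 active = inhibition of at least 40% at 20 µM, with no more than 30% in the related APOBEC3A deaminase screen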;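 note: plate controls were DMSO wells with A3G for no effect and wells lacking A3G enzyme for full effect; some compounds called inactive have numbers as strong as hits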
mIAP activ – activators of mouse IAP, primary screen, biochemical, luminescence, uHTS; muIAP, CDP-Star luminescence, 30 min; stronger effect = higher value; 1 = vehicle-only enzyme signal, 0 = enzyme-free wells; hit rate 0.24% among 330,000; activation factor at 10 µM; intestinal alkaline phosphatase [Mus musculus]; AID 2805, 2010;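 active = activation factor of at least 2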; note: the source names both 10 and 20 µM as test concentration; values of inactives mirror those of a sister screen read the other way
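Assay system: mouse IAP enzyme; Reagent: CDP-Star chemiluminescent phosphatase substrate; Compound: DMSO-dissolved test compounds; Incubation: 30 min, room temperature; Technique: luminescence from enzymatic CDP-Star hydrolysis; Controls: DMSO-only wells and no-enzyme negative control.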
SENP1 FRET inh – human SENP1 catalytic domain inhibitors, primary screen, biochemical, FRET, uHTS; Sentrin-specific protease 1 (Homo sapiens), Q9P0U3; recombinant SENP1 catalytic domain, CyPet-SUMO1-YPet FRET cleavage; inhibition, % at 10 µM; hit rate 0.21% among 360,000;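 active = inhibition at least 30% at 10 µM, raw YFP signal under a set limit, fluorescence ratio 0.5 to 1.5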;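 note: 0% = enzyme with DMSO and 100% = no enzyme wells; some results filed as inactive read as strong as hits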
Target sequence (Q9P0U3 419-644 limits assumed): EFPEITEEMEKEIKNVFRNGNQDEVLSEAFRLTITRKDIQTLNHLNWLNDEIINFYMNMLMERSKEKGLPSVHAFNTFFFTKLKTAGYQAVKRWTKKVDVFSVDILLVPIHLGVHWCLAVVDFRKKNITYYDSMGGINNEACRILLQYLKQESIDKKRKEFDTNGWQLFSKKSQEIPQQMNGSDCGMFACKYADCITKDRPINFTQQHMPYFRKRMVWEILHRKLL
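Test system: human SENP1 catalytic domain; medium: Tris pH 8 buffer plus EDTA, NaCl, BME, BSA, NP40, catalase; incubation: 50 min reaction at room temperature; technique: FRET, CFP and YFP emission; controls: no-enzyme low control and enzyme-plus-DMSO high control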
MIN6 prolif – inducers of MIN6 beta-cell proliferation, primary screen, ATP luminescence, uHTS | MIN6 cells proliferation, ATPlite luminescence, 48 h; cells starved in 0.2% serum; 100% = growth in 10% serum | proliferation, % at 10 µM | hit rate 0.29% among 330,000 | AID 2380, 2010;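 active = compounds whose signal lies at least 3.5 SD above the mean of all wells on their plate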;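 note: 0% = DMSO-treated cells in low-serum medium and 100% = 10% serum control; some compounds called inactive have numbers as strong as hits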
* hit, by the source's call. These rows are one share of the data (hit frequency here may not be typical).

SMILES,A3A deaminase,mIAP block,mIAP activ,hIAP activ,MIN6 prolif,A3G deaminase,SENP1 FRET inh,NLRP3 yeast inh,hIAP inh
CN(C(=O)COC(=O)c1cc2ccccc2cc1O)C1CCCCC1,-4,-6,1.1,0.92,-2,-8,0,24,8
CC(=O)Nc1nc(-c2ccc([N+](=O)[O-])cc2)cs1,6,6,0.94,1,1,-7,0,5,0
CCC(C)(C)NC(=O)CN(C(=O)c1csnn1)c1ccccc1-c1ccccc1,-4,-4,1,1,0,-4,2,13,-2
CC1CC(C)CN(C(=O)COC(=O)c2nccnc2N)C1 (configuration not stated),6,-5,1.1,0.99,-4,-2,-10,23,1
C=CCN1N=C(c2ccc(NC(=O)c3ccccc3)cc2)CSC1=O,2,14,0.86,0.88,-2,0,1,10,12
COc1c(C)cc(S(=O)(=O)NCc2ccco2)c(C)c1C,-3,2,0.98,0.96,-1,-9,-3,6,4
CS(=O)(=O)N(CC(=O)Nc1c(F)cccc1F)c1ccc(C23CC4CC(CC(C4)C2)C3)cc1,0,-25,1.3,0.81,-2,-3,2,11,20
O=C(CCl)NC(Cc1c[nH]c2ccc(OCc3ccccc3)cc12)C(=O)O (configuration not stated),6,0,1,0.84,2,2,-2,30,16
Cc1cc(C)cc(NC(=O)CSCc2cc(=O)n3ccsc3n2)c1,-3,5,0.95,0.99,2,-4,1,11,1
O=C(C1=C[C@@H](c2ccccc2)C[C@@H](OCCCCO)O1)N1CCN(Cc2ccc3c(c2)OCO3)CC1,7,-3,1,0.93,1,-11,1,21,7
O=C1NC(c2ccc(Br)cc2)Nc2ccccc21 (configuration not stated),2,2,0.98,0.84,-1,-3,0,18,16
COc1cc(/C=C/C(=O)NC(C)C2CC3CCC2C3)cc(OC)c1OC (configuration not stated),-4,0,1,0.99,0,-11,0,13,1
CCOC(=O)c1ccccc1Nc1cn(C(C)=O)c2ccccc12,-2,-14,1.1,0.98,-2,-4,-1,2,2
CCOC(=O)N1CCN(C(=O)C(=O)Nc2sc3c(c2C#N)CC(C)(C)OC3)CC1,0,2,0.98,1.1,-1,3,0,-7,-12
COC(c1ccccc1)c1nc2ccccc2[nH]c1=O (configuration not stated),-1,-9,1.1,1,-4,-9,1,-8,-2
COC(=O)CN1C(=O)C(C)=C(c2ccc(C)cc2)S1(=O)=O,0,1,0.99,0.95,-2,-4,-1,-6,5
COc1cc(C2SCCS2)cc(Br)c1Oc1ncccc1[N+](=O)[O-],-4,11,0.89,0.71,-2,-6,-3,13,29
Nc1csnc1C(=O)O,1,-2,1,0.86,1,-8,0,-10,14
C=CCNc1nc(Nc2ccc(OC)cc2)nc(OCC)n1,0,-1,1,0.95,2,-3,1,15,5
Cc1ccc(OCc2cc(C(=O)N(CCO)Cc3cccs3)no2)cc1C,-4,3,0.97,1.3,-3,-10,-2,10,-29
COCCCNC(=S)N1CCN(c2nc(-c3ccc(F)cc3)cs2)CC1,-2,-3,1,1,-5,-4,0,18,-1
COc1ccc(C)cc1S(=O)(=O)NC1CC1,-5,4,0.96,0.84,-5,18,2,8,16
Cn1c(N)c(C(=O)CSc2nnc(-c3cccs3)n2C2CC2)c(=O)[nH]c1=O,4,8,0.92,1.1,6,-5,-5,-1,-13
Cc1cc(C(=O)OCC(=O)N(C)c2ccccc2)ccc1[N+](=O)[O-],0,-16,1.2,1,-3,1,1,-19,-1
Cc1ccc(NC(=O)CN(C)C(=O)c2ccc(Br)o2)cc1,0,1,0.99,0.99,-1,-9,1,7,1
CCN(CC)c1ncnc2c1sc1nc(C)cc(C)c12,-2,0,1,1.1,0,-6,2,20,-9
COc1ccccc1N1CCN(C2CCCN(C(=O)CN3CCCCC3=O)C2)CC1 (configuration not stated),-4,1,0.99,1,-2,-6,3,-3,0
CCOC(=O)c1oc2ccccc2c1CSc1nnnn1-c1ccccc1,1,6,0.94,1.1,-2,-1,1,26,-12
C=CCn1c(SCc2c(C)noc2C)nc2sc3c(c2c1=O)CCCCC3,0,-9,1.1,0.92,-6,-2,-2,13,8
O=C1CN(c2ccccc2)C(=O)N1,-2,-19,1.2,1.2,1,-9,-2,25,-15
COc1cccc(OCCOc2ccccc2OC(C)C)c1,-7,-9,1.1,0.9,-1,-2,0,35,10
Cc1cc(N(C)C)ccc1N=Nc1ccc(N)cc1,-1,25,0.75,0.86,-4,-2,22,51*,14
O=C1c2cccnc2C(=O)N1Cc1cccs1,-1,1,0.99,0.89,-4,-3,1,3,11
Cc1ccc(C(C)C)cc1OCCn1cncn1,-6,-5,1.1,1,-3,2,0,-4,-1
COc1ccc(OCC(=O)Nc2ccccc2-c2ccccc2)cc1,4,5,0.95,0.96,0,-4,1,18,4
CCOC(=O)C(Cc1ccccc1)NC(=O)CCc1nnc2ccc(N3CCOCC3)nn12 (configuration not stated),-3,-7,1.1,0.97,2,-3,0,12,3
Cc1ccc(S(=O)(=O)N2CCN(S(=O)(=O)N3CCOCC3)CC2)cc1C,-4,2,0.97,0.94,2,-8,0,16,6
COc1ccc(CNC(=O)/C(C#N)=C2\N=C(NC(=O)c3cccs3)c3ccccc32)cc1,-3,9,0.91,0.98,-3,-6,-16,-6,2
CN(C)Cc1cccc([N+](=O)[O-])c1O,0,8,0.92,1.1,0,-8,2,6,-8
COc1cc(CNCC(O)c2ccccc2)ccc1OCc1ccc(Cl)nc1 (configuration not stated),4,-2,1,1.1,-3,3,1,22,-7
CC(=O)c1sc(NC(=O)CCN2C(=O)C3CC=CCC3C2=O)nc1-c1ccccc1 (configuration not stated),-4,10,0.9,0.99,-3,-8,1,12,1
CCn1c(C)nc2cc(C(=O)NNC(=O)c3ccc(Cl)nc3)ccc21,0,-1,1,1.2,-3,-3,0,11,-17
Cc1ccc(C(=O)N2CCN(c3ccc(C(F)(F)F)cn3)CC2)c(C)c1,0,5,0.95,1.3,-2,-3,-1,9,-28
CC(C)(C)[C@H]1COC(=O)[C@@H](Cc2ccc(F)cc2)C/C=C\C[C@@H](CC(=O)N[C@H](CO)Cc2ccccc2)C(=O)N1,1,-11,1.1,1.1,-5,22,3,21,-7
O=S(=O)(NCCc1ccncc1)c1ccccc1,-5,6,0.94,0.96,0,-10,-1,1,4
COCCNC(=O)c1ccccc1NC(=O)Cc1ccccc1[N+](=O)[O-],3,12,0.88,1.1,-4,0,2,-9,-10
CCOC(=O)c1cnc(SCC(=O)NNC(=O)c2ccco2)nc1N,0,15,0.85,1.3,-2,-7,-3,24,-31
O=C(Cc1n[nH]c(=O)c2ccccc12)NCc1ccccn1,1,0,1,0.98,-1,-1,1,4,2
COc1cccc(OCC(=O)N(C)Cc2nc(-c3cccc(C)c3)no2)c1,-1,1,0.99,1,-2,-6,-1,20,0
CN1CCN(CCCNC(=O)CCN2C(=O)COc3ccccc32)CC1,-6,4,0.96,1.1,0,-5,-1,7,-12

More entries.
SMILES,A3A deaminase,mIAP block,mIAP activ,hIAP activ,MIN6 prolif,A3G deaminase,SENP1 FRET inh,NLRP3 yeast inh,hIAP inh
O=C(N/N=C/c1ccccc1C(=O)O)c1ccccc1Br,0,-2,1,0.97,2,-3,1,10,3
CCCC(=O)N1CCN(c2ccc([N+](=O)[O-])cc2Cl)CC1,0,11,0.89,1.1,-2,-9,2,11,-6
CCOC(=O)C1=C(N)Oc2c(oc(CO)cc2=O)C1c1c(F)cccc1Cl (configuration not stated),-3,11,0.89,1,4,-1,1,17,-2
CC1CCCCN1S(=O)(=O)c1ccc(S(=O)(=O)N2CCCC2)cc1 (configuration not stated),1,3,0.97,1,-1,-2,4,16,-4
CC(=O)c1cccc(NC(=O)COC(=O)CCNS(=O)(=O)c2ccccc2)c1,1,-3,1,1,2,1,1,16,-4
Cc1nn2c(NCCCN(C)C)c3c(nc2c1-c1ccccc1)CCCC3,-2,-4,1,1.3,-6,-1,3,3,-25
O=C(NCc1ccco1)c1cccc(S(=O)(=O)N2CCCC2)c1,3,0,1,0.88,0,-3,0,-1,12
Cc1ccccc1OCCNC(=O)c1ccc2ccccc2n1,2,14,0.86,0.97,-2,2,2,15,3
